Source: PubChem (several laboratories)
SUMO Mot1 rescue: inhibitors of SUMOylation pathway: yeast Mot1-301 growth rescue; S. cerevisiae Mot1-301 growth rescue, ATP luminescence, 38.5C; percent above DMSO median, 100 means doubled; growth rescue, % at 18.8 µM; 320,000 tested, 1% active; AID 2716;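 active = every valid replicate shows activation above 250% relative to neutral control wells; inactive = the rest, any valid replicate at or below 250%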;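 also: OY570 slx delta 5 strain wells were the positive control but not used for scaling; some compounds called inactive have numbers as strong as hits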
DSG3 Ab inh: human desmoglein-3 autoantibody binding inhibition; 310,000 tested, 0.48% active; binding (percent of control), % at 10 µM; DSG3-coupled beads, scFv-anti-DSG3-GFP binding, flow cytometry; hits give low values; P32926;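 active = binding more than 3 SD below its plate's average and above zero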;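 also: hits lower antibody fragment binding to DSG3; some compounds called inactive have numbers as strong as hits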
Target sequence (P32926 whole entry, looked up, the tested form may be a part): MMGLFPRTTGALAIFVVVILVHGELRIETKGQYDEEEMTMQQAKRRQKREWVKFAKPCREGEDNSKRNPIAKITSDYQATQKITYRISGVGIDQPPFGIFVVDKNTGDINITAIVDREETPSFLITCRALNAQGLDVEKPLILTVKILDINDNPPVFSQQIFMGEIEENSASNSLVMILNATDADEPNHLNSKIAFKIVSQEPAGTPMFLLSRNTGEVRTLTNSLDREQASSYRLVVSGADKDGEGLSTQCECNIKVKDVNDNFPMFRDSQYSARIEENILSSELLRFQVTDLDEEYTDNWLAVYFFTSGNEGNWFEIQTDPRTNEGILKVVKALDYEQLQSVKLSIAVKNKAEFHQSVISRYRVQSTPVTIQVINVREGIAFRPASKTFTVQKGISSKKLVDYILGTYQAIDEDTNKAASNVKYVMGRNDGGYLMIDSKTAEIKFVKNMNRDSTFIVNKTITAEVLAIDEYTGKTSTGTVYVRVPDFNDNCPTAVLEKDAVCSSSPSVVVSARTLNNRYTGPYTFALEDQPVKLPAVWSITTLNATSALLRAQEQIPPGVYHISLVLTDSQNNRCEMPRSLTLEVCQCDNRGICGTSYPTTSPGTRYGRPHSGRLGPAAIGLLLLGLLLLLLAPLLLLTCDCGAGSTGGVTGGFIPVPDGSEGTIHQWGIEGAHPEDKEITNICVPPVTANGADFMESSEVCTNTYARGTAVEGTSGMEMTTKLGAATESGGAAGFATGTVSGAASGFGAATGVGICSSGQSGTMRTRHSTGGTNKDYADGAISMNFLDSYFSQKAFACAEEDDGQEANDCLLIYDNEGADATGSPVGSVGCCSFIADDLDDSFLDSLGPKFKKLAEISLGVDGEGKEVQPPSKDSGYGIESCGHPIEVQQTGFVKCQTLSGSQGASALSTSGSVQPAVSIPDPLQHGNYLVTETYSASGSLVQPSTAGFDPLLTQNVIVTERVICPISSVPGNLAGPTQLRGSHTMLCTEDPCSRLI
PKA-R1A activ: activators of PKA-R1A complex; activation, % at 11.4 µM; PKA-R1A dissociation, Cy5-IP20 fluorescence polarization; scaled: DMSO 0%, 113 µM cGMP 100%; 340,000 tested, 0.083% active; P00514+P68181;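 active = percent activation above the mean of all tested compounds plus 3 SD, cut at about 19% in these data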;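 also: higher means more PKAc released from R1A so a rise in polarization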
MOR-DOR ag: OPRM1-OPRD1 heterodimerization agonism | 340,000 tested, 0.3% active | AID 504326 | P35372+P41143 | activation, % at 9.3 µM | cells, luminescence; in the data active = activation above about 18%;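 also: 0% = vehicle-treated cells and 100% = reference agonist; values of inactives mirror those of a sister screen read the other way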
AddAB inh: less growth of phage-infected E. coli with AddAB | E. coli expressing H. pylori AddAB, absorbance growth | 330,000 tested, 0.29% active | inhibition, % at 11.9 µM; in the data active = inhibition above about 12%;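 also: 0% = vehicle wells of infected cells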
OPRM1-OPRD1 inv: inverse agonist of human OPRM1-OPRD1 heterodimerization; inhibition, % at 9.3 µM; cell-based MOR-DOR heterodimer luminescence, inverse agonism; P35372+P41143; AID 504357; 340,000 tested, 0.21% active; in the data active = inhibition above about 22%, passing the limit was not always enough;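 also: 0% = cells with DMSO and 100% = wells without cells with DMSO; values of inactives mirror those of a sister screen read the other way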
Arrestin-AP2 inh: blocks beta-arrestin peptide binding to AP2 adaptin. FITC-arrestin peptide / GST-AP2 beads, flow cytometry; AP2 beta2 appendage carries R879A mutation. inhibition, % at 10 µM. 340,000 tested, 0.31% active;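 active = inhibition above a set limit, near 3 SD of compounds lacking own fluorescence, cut at about 54% in these data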;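 also: plate controls were DMSO wells for no effect and 5 µM unlabelled arrestin peptide for full effect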
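Material – AP2 appendage R879A on GSH beads · Buffer or medium – PBS with 0.05% Tween 20 and 0.1% BSA · Probe or stimulus – fluorescein-tagged arrestin peptide at 50 nM final · Incubation – compound with beads 12 min RT, then probe 1 h RT · Detection – high-throughput flow cytometry of beads, ex 488, em 535 nm · Evaluation – percent response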
PfHsp90 yeast 2: growth inhibition of yeast expressing Plasmodium Hsp90. S. cerevisiae expressing PfHsp90, BacTiter-Glo ATP, 48 h; yeast lacking PDR1 and PDR3 efflux regulators. inhibition, % at 9.4 µM. 310,000 tested, 0.32% active. AID 504621;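 active = every replicate shows inhibition above about 80%, whatever the replicate mean, limit read from the data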;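 also: 0% = DMSO neutral controls and 100% = 20 µM radicicol positive controls; yeast relying on Plasmodium falciparum Hsp90 in place of its own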
Tat export inh: blocks Tat-dependent protein export in E. coli; E. coli MC4100 TorA-mCherry Tat export, fluorescence; 340,000 tested, 0.036% active; inhibition, % at 10 µM;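 active = mean replicate inhibition at least 50% and at least half of replicates individually reaching 50%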;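 also: exported cargo escapes ClpAP degradation while cytoplasmic cargo is degraded and loses fluorescence; 0% = median of neutral control wells and 100% = median of NaSCN control wells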
E coli growth: bacterial growth inhibition, counter-screen for AddAB inhibitors | E. coli V3065 growth, OD600 absorbance, 18 h | inhibition, % at 11.9 µM | 330,000 tested, 0.27% active;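 active = inhibition above the campaign's mean inhibition across all tested compounds plus 3 SD, cut at about 9.9% in these data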;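 also: uninfected addAB+ strain grown without phage in ampicillin broth; 0% = DMSO wells and 100% = ciprofloxacin 0.95 µg/ml wells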
phage Ecoli inh: E. coli growth loss with phage present | growth absorbance | inhibition, % at 11.9 µM | 360,000 tested, 0.26% active; in the data active = inhibition above about 11%
An asterisk follows results filed as active; i = inactive; nt = not tested or not shown.

SMILES	SUMO Mot1 rescue	DSG3 Ab inh	PKA-R1A activ	MOR-DOR ag	AddAB inh	OPRM1-OPRD1 inv	Arrestin-AP2 inh	PfHsp90 yeast 2	Tat export inh	E coli growth	phage Ecoli inh
C[C@H]1NC(=O)[C@@]2(C)[C@@H](c3ccccc3)[C@H]3COc4ccccc4[C@@H]3N2C1=O	9	103	6	-1.1	2.5	7	0	11	6	-1.1	2.6
COC(=O)c1ccccc1NC(=O)N1CCN(C/C=C/c2ccccc2)CC1	129	101	2	0.5	-0.8	-3	6	nt	7	-0.9	3.3
O=C(NCc1ccco1)c1cc(C(=O)C2CC2)c[nH]1	0	100	-4	-1.6	1.5	8	-3	15	-1	1.4	0.5
COc1ccc(NC(=O)Cn2cc(C(C)=O)c3ccccc32)cc1	-12	98	-8	-0.2	16*	1	9	11	-1	14*	9.9
COc1cc(C)c(/C=C/C(C)=C/C=C/C(C)=C/C(=O)O)c(C)c1C	10	100	1	-0.4	-1.1	2	0	1	0	-0.3	1.9
CC(=O)N1CCc2cc(S(=O)(=O)C(C)CC(=O)NCc3ccc(C)o3)ccc21 (centres undefined)	-4	nt	-7	-0.2	-4.0	1	1	-3	1	-0.4	-0.2
O=C(Cc1ccsc1)NCc1ccccc1F	5	121	-7	-1.4	2.0	8	2	4	0	0.6	2.0
C[C@@]12C(=O)N(Cc3ccc(F)cc3)CC(=O)N1[C@H]1c3cc(Cl)ccc3OC[C@@H]1[C@@H]2c1ccccc1	8	105	-6	1.5	0.8	-9	6	-60	-10	2.5	2.2
CC(=O)N(CCP(=O)(c1ccccc1)c1ccccc1)Cc1ccco1	3	113	-3	-1.8	3.4	8	6	-8	-4	1.1	0.8
CC(C)c1nnc(SCC(=O)NC2CCCC2)n1C	-10	101	-4	-1.5	3.8	9	-5	20	-5	0.8	3.8
CC(NC(=O)[C@@H](C)NC(=O)[C@@H]1Cc2ccccc2CN1C(=O)OC(C)(C)C)c1ccccc1 (some centres undefined)	12	97	-7	0.3	0.1	-2	25	-24	4	-1.6	-2.0
COc1ccc(C(=O)NCCNC(=O)c2cc(OCC(F)(F)F)ccc2OCC(F)(F)F)cc1	78	99	-12	-0.8	2.8	4	8	2	-4	0.8	1.5
COc1ccccc1CC(=O)N1CCN(c2cccc(Cl)c2)CC1	-8	122	0	-0.9	-1.4	4	-13	8	-5	1.1	1.8
O=C(O)C(NS(=O)(=O)c1ccc(F)cc1)c1ccccc1 (centres undefined)	i	89	-17	2.2	2.0	-16	2	9	-4	2.9	-0.9
CC(=O)Nc1cc(C(=O)N2CCOCC2)ccc1S(=O)(=O)c1ccc(C)cc1	-1	82	3	-3.2	0.6	18	-4	11	-1	1.3	1.4
CSC1=NC(C)N2C(SC)=NC(C)N12 (centres undefined)	243	nt	-3	-2.4	2.1	12	8	0	-3	3.3	0.8
O=C(O)COc1ccccc1C1C2C(=O)N(c3ccc(F)cc3)C(=O)C2ON1c1ccccc1 (centres undefined)	-5	103	3	-0.5	2.2	2	-4	-18	0	-0.5	3.0
N#Cc1ccc(C(=O)Nc2cccc(NC(=O)c3ccco3)c2)c(F)c1	-7	114	-10	-3.9	0.2	19	10	nt	0	1.1	-0.6
CCS(=O)(=O)N1CCC(C(=O)Nc2cc(C)ccc2O)CC1	-1	115	6	-3.2	0.8	16	26	-22	2	-0.1	1.8
COc1ccc2c(c1OC)C(=O)N1N=C(c3ccccc3)CC21 (centres undefined)	115	103	0	-2.4	3.1	13	-2	2	-1	-0.9	4.2
CNC(=S)N(Cc1ccc(OC)cc1)C1CC(=O)N(c2ccc(Cl)cc2)C1=O (centres undefined)	-8	108	5	3.9	1.4	-23	2	-12	4	-1.9	-0.1
CCc1nc(NCC2CCCN2CC)c2nnn(Cc3ccccc3F)c2n1 (centres undefined)	nt	105	-9	-0.7	-0.5	4	6	3	-5	-0.8	1.9
Oc1ccccc1Oc1ncc(Br)c(N2CCOCC2)n1	-22	101	-11	0.6	1.2	-4	-7	-17	-21	-1.1	2.3
Cc1ccc(CNC(=O)c2ccc(Cn3cc(-c4ccc(C)cc4)nc3-c3ccncc3)cc2)cc1	3	100	1	-1.2	2.1	7	-3	-13	-3	0.7	1.4
COc1cc(S(=O)(=O)NC2CCCCC2)c(C)cc1C	-13	84	-7	0.3	2.1	-1	-2	-1	-3	-1.7	2.1
CC(=O)c1sc(-c2cccc(Cl)c2)nc1C	0	101	-9	-2.3	2.5	12	31	1	0	-2.5	3.5
CCc1nnc(NC(=O)CSc2nnc(-c3ccccc3OC)n2-c2ccccc2)s1	-18	96	1	-3.6	2.4	20	1	-10	3	-1.2	1.4
Cc1cccc(OCC(=O)NN2C(=O)C3C4C=CC(O4)C3C2=O)c1 (centres undefined)	79	98	1	-0.8	-0.1	5	9	-2	2	-0.9	3.7
COc1ccc(-c2sc(Nc3ccccc3)n[n+]2-c2ccc(F)cc2)cc1Br	-11	96	1	-2.0	0.9	11	34	-2	0	-1.4	4.3
CCN(CC)S(=O)(=O)c1cccc(C(=O)NCc2ccccc2)c1	3	95	0	-2.7	1.0	13	-50	1	1	0.4	-1.7
NCCCNc1nc(N)c([N+](=O)[O-])c(NC2CCCCC2)n1	-12	101	-1	-2.8	1.3	15	-23	19	-5	-0.5	1.4
O=C(CSCCO)Nc1cccc2ccccc12	14	104	10	1.5	0.7	-7	5	-24	-7	-2.9	2.7
CC(C)OC(=O)CC(=O)CSc1nc2c(cc1C#N)CCCC2	3	114	10	-0.2	-1.3	1	4	3	-3	-2.6	0.5
c1ccc2c(c1)OCC(CNc1ncnc3sccc13)O2 (centres undefined)	-5	106	-11	-0.3	3.5	2	5	2	1	-2.3	3.9
CC(C)(C)OC(=O)CNC(=O)c1nc[nH]c1C(=O)N1CCc2ccccc2C1	4	105	-3	-1.7	3.6	10	-3	8	11	-2.5	-0.3
O=C(Nc1ccc(F)cc1)c1oc2ccccc2c1NC(=O)C1CCCC1	16	102	0	4.6	-0.3	-25	-1	15	7	1.9	nt
N#Cc1c(NC(=O)c2ccc([N+](=O)[O-])o2)sc2c1CCC2	466*	114	6	1.5	16*	-8	6	-33	1	11*	4.6
Cc1ccc(N2CCN(CC(O)COc3ccc([N+](=O)[O-])cc3)CC2)cc1 (centres undefined)	7	108	9	-0.4	0.9	2	-1	35	-2	0.7	2.0
O=C(NNC(=O)c1ccccc1-n1cccc1)c1ccccc1	-8	99	5	-0.7	2.6	3	2	27	-3	1.3	2.1
COc1ccc(NC2=C(Cl)C(=O)N(CCc3ccccc3)C2=O)cc1	3	88	-9	1.1	-1.2	-7	-6	-21	-6	-0.9	6.6
CCCC(=O)Nc1ccc2oc(-c3ccc(OC)c(Br)c3)nc2c1	0	100	-4	5.2	6.2	-26	3	-4	3	1.3	2.2
CCCCNC(=O)c1onc(CS(=O)(=O)c2ccccn2)c1C(=O)NCCCC	-15	105	-15	-1.4	2.7	8	6	-9	5	-1.0	2.7
Cc1ccc2nc3c(cc(C(=O)NCCN4CCOCC4)c(=N)n3CCCN3CCOCC3)c(=O)n2c1	674*	96	-3	-2.2	0.0	12	18	41	4	-2.1	nt
CCSc1ncc(/C=N/Nc2ccc(F)cc2)n1C	218	109	-9	-3.3	4.1	14	0	7	15	0.2	2.9
COc1ccc(Cl)cc1NC(=O)c1[nH]c(C)c(C(C)=O)c1C	-4	92	-4	-0.9	3.1	5	40	12	2	-0.8	1.9
CN(C)S(=O)(=O)c1cccc(C(=O)OCC(=O)N2c3ccccc3NC(=O)C2(C)C)c1	-5	96	7	-1.9	0.7	11	-2	nt	-1	0.7	-1.9
N#CCOC(=O)C1CCN(S(=O)(=O)c2ccc3c(c2)OCCO3)CC1	5	108	-10	-2.8	-2.2	14	-27	-6	-3	-2.7	3.7
COC(=O)C1=C(C)N(C)C(C)=C(C(=O)OC)C1c1ccc(F)c(Br)c1	-18	104	-7	3.0	3.2	-14	-2	-1	5	1.3	1.4
COc1cc(C(=O)Nc2ccc(-n3cnnn3)c(C)c2)cc(OC)c1OC	19	84	-12	-0.6	-0.6	4	11	-13	-1	-1.9	-1.5
CCOC(=O)N1CCN(C(=O)CN(c2cccc(OC)c2)S(C)(=O)=O)CC1	-11	99	-6	-1.7	1.1	8	-5	9	2	3.1	0.6
S=C(NCc1cccnc1)Nc1cc(Cl)cc(Cl)c1	-3	nt	1	0.0	6.9	0	38	13	-4	1.3	1.1
O=C(CCSCCc1ccccn1)Nc1ccccn1	11	114	-1	-4.3	3.8	24	-1	-5	-4	1.0	2.7
COc1ccc(S(=O)(=O)N2CCCCCC2)cc1C(=O)N(C)Cc1cccs1	-21	100	-18	-0.1	-0.5	0	3	2	4	1.0	2.0
Cc1ccnc2ccc(-c3nc4ccccc4o3)cc12	35	111	9	5.5	-1.0	-33	27	-20	-1	-1.9	-0.2
Cc1occc1C(=O)N/N=C/c1ccccn1	-10	94	-4	-3.5	-0.2	17	10	13	11	-6.5	-2.8
O=C1OCc2ccc(NC(=O)c3c(F)cccc3Cl)cc21	-8	102	-9	-0.1	1.0	1	2	9	1	1.3	1.3
CCCN(CCC)C(=O)c1ccccc1C(=O)N(CCC)CCC	-9	nt	1	-1.5	1.5	9	-4	-6	-1	-2.1	0.0
Cc1cccc(C)c1NC(=O)CSc1nc(C2CC2)nc2ccccc12	-3	119	9	-0.3	4.8	2	24	-6	2	0.3	3.1
COC(=O)c1cc(NC(=O)c2ccccc2F)cc(C(=O)OC)c1	-7	97	2	-3.4	-2.7	18	9	6	7	-1.4	2.2
CCOC(=O)c1ccc(NC(=O)Nc2ccc3c4c(cccc24)C(=O)N3CC)cc1	221	124	8	-0.6	-0.9	3	-1	nt	2	-2.7	2.3
COc1ccc(NC(=S)NCc2ccco2)cc1	12	nt	9	-2.7	1.8	14	2	nt	7	-0.8	3.0
O=C1CCC/C(=N\NC(=O)c2ccc(COc3cccc4cccnc34)cc2)C1	604	112	-9	-1.7	-0.3	9	-1	18	4	0.6	4.2

3 compounds from above, ordered by their value in Tat export inh, highest first:
molecule	SUMO Mot1 rescue	DSG3 Ab inh	PKA-R1A activ	MOR-DOR ag	AddAB inh	OPRM1-OPRD1 inv	Arrestin-AP2 inh	Tat export inh	phage Ecoli inh
Cc1cccc(OCC(=O)NN2C(=O)C3C4C=CC(O4)C3C2=O)c1 (centres undefined)	79	98	1	-0.8	-0.1	5	9	2	3.7
O=C(O)COc1ccccc1C1C2C(=O)N(c3ccc(F)cc3)C(=O)C2ON1c1ccccc1 (centres undefined)	-5	103	3	-0.5	2.2	2	-4	0	3.0
COc1ccc(NC2=C(Cl)C(=O)N(CCc3ccccc3)C2=O)cc1	3	88	-9	1.1	-1.2	-7	-6	-6	6.6
